# Casp6 inh: inhibitors of human caspase-6 | inhibition, % at 12.5 µM | AID 686996 | actives 0.53% (n = 350,000) | purified caspase-6, Z-VEID-R110 cleavage fluorescence | P55212;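 active means mean inhibition across replicates at least about 35%, with every replicate also reaching that limit, limit read from the data; inconclusive means only one of the two criteria met; inactive means neither criterion met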;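 further: 0% = median of neutral control wells and 100% = no fluorescence left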
# Target sequence (P55212 24-179 limits assumed): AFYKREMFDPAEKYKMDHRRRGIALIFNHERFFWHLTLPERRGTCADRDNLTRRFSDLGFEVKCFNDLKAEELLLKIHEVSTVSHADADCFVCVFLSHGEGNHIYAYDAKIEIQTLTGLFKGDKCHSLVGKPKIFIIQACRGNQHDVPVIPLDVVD
# Target sequence (P55212 194-293 limits assumed): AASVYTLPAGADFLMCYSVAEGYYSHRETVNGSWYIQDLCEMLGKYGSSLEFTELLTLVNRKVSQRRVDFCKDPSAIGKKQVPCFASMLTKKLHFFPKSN
# FN deposition inh: fibronectin deposition inhibition | AH1F fibroblasts, Alexa488-fibronectin deposition fluorescence, overnight | inhibition, % at 12.6 µM | actives 0.086% (n = 350,000);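 active means mean inhibition across replicates of 30% or more, regardless of how many single replicates reach that level; inconclusive means mean under 30% yet at least half of replicates reach 30%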;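 further: positive control wells lacked labelled fibronectin entirely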
#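 Assay system: AH1F fibroblast monolayer, labelled fibronectin deposition. Amount: 10000 cells per well. Also added: labelled fibronectin 24 nM. Compound: single-point pinned compound. Incubation: cell attachment 1 h, compound and FN exposure overnight. Detection: fluorescence after three HBSS washes, excitation 485 nm, emission 525 nm. Read-out: inhibition of fibronectin deposition signal.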
# Statin myotox sup: suppression of simvastatin myotoxicity | C2C12 myotubes + simvastatin, ATP luminescence, 48 h; scaled: DMSO 0, geranylgeraniol control 100 | rescue of ATP level, % at 7.49 µM | actives 0.78% (n = 330,000) | AID 602340;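 active means mean ATP rescue above about 67%, or every replicate alone reaching that limit, limit read from the data, passing the limit was not always enough; inconclusive means no clear call, values can overlap the other calls; inactive means mean under the limit and some replicate under it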;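 further: myotubes were challenged with 10 µM simvastatin during compound exposure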
# S100A4 MyoIIA: S100A4-myosin IIA interaction inhibition | S100A4/TAMRA-MyoIIA peptide fluorescence polarization | inhibition, % at 10.7 µM | actives 0.14% (n = 360,000) | AID 652163 | P26447;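 active means mean inhibition of at least 70% across replicates, with every replicate also reaching that level; inconclusive means mean inhibition reaches 70% but some replicates fall short; inactive means mean inhibition below 70%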
# Target sequence (P26447 whole entry, looked up): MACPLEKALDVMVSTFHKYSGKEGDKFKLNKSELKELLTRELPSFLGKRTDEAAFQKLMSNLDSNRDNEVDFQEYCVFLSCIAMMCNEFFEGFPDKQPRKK
#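 System – human S100A4 monomer protein, biochemical binding assay · Buffer or medium – Calcium-containing HEPES buffer, pH 7.2 · Timing – 5 min between mix addition and reading · Also added – TAMRA-labelled myosin IIA heavy-chain peptide probe, 5 nM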
# SIRT5 block: blocks human SIRT5 desuccinylation of peptide; Q9NXA8; Purified SirT5, succinyl-peptide AMC, trypsin-coupled fluorescence; inhibition, % at 15 µM; actives 1.1% (n = 330,000); AID 652115; in the data active means inhibition above about 15%; inconclusive means no clear call, values can overlap the other calls
# Target sequence (Q9NXA8 whole entry, looked up): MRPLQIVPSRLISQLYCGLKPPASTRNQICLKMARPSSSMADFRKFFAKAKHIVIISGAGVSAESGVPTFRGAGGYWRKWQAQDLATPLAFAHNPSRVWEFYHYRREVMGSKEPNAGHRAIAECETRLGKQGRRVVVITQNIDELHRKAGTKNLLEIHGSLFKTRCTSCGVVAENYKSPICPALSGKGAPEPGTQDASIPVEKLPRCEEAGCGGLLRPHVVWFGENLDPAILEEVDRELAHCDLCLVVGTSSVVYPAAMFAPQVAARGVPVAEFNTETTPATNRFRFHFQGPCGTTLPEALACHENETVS
# LGR2 antag: inhibitors of bursicon-induced Drosophila LGR2 receptor cAMP signaling. HEK293 LGR2, CRE-luciferase, bursicon-stimulated, 4 h. inhibition, % at 9.99 µM. actives 0.35% (n = 380,000);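 active means drop in luminescence signal, shown as inhibition above about 50% in the replicate tests, limit read from the data, passing the limit was not always enough; inconclusive means probably only some replicates passing the limit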;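 further: agonist challenge used bursicon conditioned medium at about half maximal strength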
# esBAF inh: blocks esBAF chromatin remodeling in mouse ES cells. Bmi1-luciferase knock-in reporter, 24 h; 100% = twice the neutral-well signal. reporter increase, % at 12.5 µM. actives 2% (n = 350,000); in the data active means activation above about 40%; inconclusive means no clear call, values can overlap the other calls;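 further: 0% = median of the plate's neutral control wells and 100% = double that signal; a rise in the Bmi1 reporter signal indicates esBAF inhibition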
# Numbers without * were called inactive; u = inconclusive; x = no result given. Only part of the results is shown (hit frequency here may not be typical).
[1] O=C(O)c1ccc(NC(=O)c2ccccc2Br)c(NC(=O)c2ccccc2Br)c1
[2] O=[N+]([O-])c1ccccc1Nc1ccccc1
[3] CCC(=O)Nc1ccc2c(c1)OC[C@@H](C)N(C(=O)c1ccncc1)C[C@@H](C)[C@@H](OC)CN(C)C2=O
[4] O=C1C=C(c2cc(C(F)(F)F)cc(C(F)(F)F)c2)C[C@@H](c2ccc(Cl)cc2)C1
[5] C=CCSc1nc(C)c(CCC(C)C)c(=O)[nH]1

screen / no.	1	2	3	4	5
FN deposition inh	-0.1	-5.3	-6.0	5.0	-1.4
S100A4 MyoIIA	-0.5	0.7	-1.2	-2.4	-4.7
Statin myotox sup	-2.9	x	7.8	6.9	x
SIRT5 block	-0.4	-0.6	-3.8	13.5	-0.3
Casp6 inh	-4.4	-1.8	-2.1	-7.0	1.7
esBAF inh	3.3	x	-4.0	2.3	x
LGR2 antag	-2.0	0.0	15.8	7.9	-6.0

[6] CCOC(=O)N1CCN(C(=O)c2cc3n(n2)C(C(F)(F)F)CC(c2ccc4c(c2)OCO4)N3)CC1 (stereo not given)
[7] COCCN1Cc2cccc(C(=O)N3CCN(c4ccccc4)CC3)c2C1=O
[8] CCc1ccccc1-n1c(SCC(=O)N2CCCC2)nnc1-c1ccccn1
[9] C=CCNC(=O)[C@H]1[C@@H]2C(=O)O[C@@H](c3ccccc3)[C@@H](c3ccccc3)N2[C@@H](c2ccc(O)cc2)[C@]12C(=O)N(C(=O)OCCOC)c1ccc(C#CC3(O)CCCCCC3)cc12
[10] CCOc1ccc(CCNC(=O)c2cnc(C)cn2)cc1OCC

screen / no.	6	7	8	9	10
FN deposition inh	1.9	-8.4	6.2	x	x
S100A4 MyoIIA	-0.4	x	x	2.2	-4.3
Statin myotox sup	20.5	0.9	-15.9	x	8.2
SIRT5 block	-5.7	x	x	3.8	0.6
Casp6 inh	1.2	x	x	-1.1	1.2
esBAF inh	-4.7	-6.4	-3.4	x	-7.9
LGR2 antag	-15.6	x	x	x	-14.7

[11] Nc1nc(N=Nc2ccc(O)cc2)cc(=O)[nH]1
[12] COc1ccc(-c2csc(NC(=O)c3cc(=O)c4ccccc4o3)n2)cc1OC
[13] C[C@@H]1CN([C@H](C)CO)C(=O)c2cc(NC(=O)Nc3cccc4ccccc34)ccc2O[C@@H]1CN(C)S(C)(=O)=O
[14] C[C@H](NC(=O)c1nc[nH]c1C(=O)N[C@@H](Cc1ccccc1)C(=O)OC(C)(C)C)C(=O)OCc1ccccc1
[15] CCOC(=O)CN1NC2(CCC(C(C)(C)C)CC2)NC1=S (stereo not given)

screen / no.	11	12	13	14	15
FN deposition inh	1.8	-13.8	x	8.5	10.3
S100A4 MyoIIA	5.7	6.0	-10.9	-0.4	x
Statin myotox sup	5.4	x	4.1	-0.6	13.2
SIRT5 block	5.1	-0.7	0.3	-1.0	x
Casp6 inh	9.0	2.3	-1.6	0.4	x
esBAF inh	-7.9	x	4.0	-8.9	6.8
LGR2 antag	1.4	-6.6	2.3	3.2	x

[16] O=c1[nH]c(=S)[nH]c2c1[C@H](CCc1cccc(Cl)c1)O[C@H](C1CC1)C2
[17] O=C(Nc1cccc(C(F)(F)F)c1)c1ccc2nc(N3C(=O)CCC3=O)sc2c1
[18] CCNc1nc(NCC)n2c(SC(C(=O)Nc3cc(C)ccc3OC)c3ccccc3)nnc2n1 (stereo not given)
[19] CC(C)NC(=O)Nc1ccc2c(c1)C(=O)N([C@@H](C)CO)C[C@H](C)[C@H](CN(C)C(=O)Nc1ccc(F)cc1)OCCCC[C@@H](C)O2
[20] COc1ccccc1-n1c(SCC(=O)Nc2cccc(S(N)(=O)=O)c2)nc2ccccc2c1=O

screen / no.	16	17	18	19	20
FN deposition inh	-2.7	-22.5	12.1	-12.0	3.6
S100A4 MyoIIA	-1.7	x	2.3	31.4	-20.8
Statin myotox sup	x	4.4	2.7	x	x
SIRT5 block	3.3	x	-1.2	-5.2	0.2
Casp6 inh	1.0	x	-2.2	2.4	-0.5
esBAF inh	x	-3.8	-2.9	-0.9	x
LGR2 antag	-18.3	x	8.7	1.4	-3.9

[21] COc1cccc(NC(=O)N(C)C[C@H]2Oc3ncc(C#Cc4ccccc4)cc3C(=O)N([C@@H](C)CO)C[C@@H]2C)c1
[22] O=C(N[C@H]1CC[C@H](CCn2cc(Cc3ccccc3)nn2)O[C@H]1CO)c1cnccn1
[23] Cc1ccc(N2CC(C(=O)Nc3nnc(SCCN4CCOCC4)s3)CC2=O)cc1 (stereo not given)
[24] CCN(CC)C(=O)CSc1nc2cc3c(cc2c(=O)n1CCCC(=O)NCCc1ccc(OC)c(OC)c1)OCO3
[25] Cc1cc(C)cc(OCC(O)CN2CCN(C(=O)c3ccco3)CC2)c1 (stereo not given)

screen / no.	21	22	23	24	25
FN deposition inh	-9.7	x	x	-2.3	5.2
S100A4 MyoIIA	-39.9	x	1.7	-1.7	-2.7
Statin myotox sup	20.5	-1.5	3.1	4.1	1.3
SIRT5 block	-1.2	x	-3.7	2.1	-6.5
Casp6 inh	1.1	x	-1.6	1.2	-2.1
esBAF inh	-2.7	-0.5	-7.9	-6.1	3.9
LGR2 antag	17.9	-3.4	-9.0	0.4	-4.6

[26] COc1cc2oc(=O)cc(-c3ccc(-c4ccc(C#N)cc4)cc3)c2c(OC)c1OC
[27] CCn1nnnc1SCC(=O)Nc1nnc(C(C)C)s1
[28] CC(C)C#Cc1ccc2c(c1)O[C@H](CN(C)C(=O)c1cccc(F)c1)[C@H](C)CN([C@@H](C)CO)S2(=O)=O
[29] CCCc1nc2c(c(=O)c3ccccc3n2C)c(=O)n1C1CCCCCC1
[30] O=S1(=O)C[C@H](N2CCC[C@@H]2CO)[C@@H](COCc2ccccc2)N1

screen / no.	26	27	28	29	30
FN deposition inh	4.3	4.9	x	1.6	-1.2
S100A4 MyoIIA	21.2	x	-34.0	3.6	2.5
Statin myotox sup	-0.8	-6.0	-11.6	8.0	8.5
SIRT5 block	0.3	x	7.1	0.1	-3.9
Casp6 inh	-0.8	x	-2.2	-4.0	3.8
esBAF inh	1.6	8.7	-5.7	1.6	2.2
LGR2 antag	18.5	x	-4.1	x	0.0

[31] O=C(NCC1CCN(Cc2cccc(Cl)c2)CC1)Nc1ccccc1Cl
[32] Cc1cc(C(=O)COC(=O)c2ccc(NC(=O)CC#N)cc2)c(C)n1CCc1ccc(F)cc1
[33] COc1cccc(/C=N/N2CCN(c3ccccc3OC)CC2)c1
[34] O=c1cc(N2CCC3(CC2)OCCO3)[nH]c(=O)n1-c1ccc(Cl)cc1
[35] CS(=O)(=O)NCCCNc1ccc(C(F)(F)F)cc1[N+](=O)[O-]

screen / no.	31	32	33	34	35
FN deposition inh	7.8	-8.0	-2.7	x	-7.1
S100A4 MyoIIA	1.2	-3.1	x	-2.6	-2.7
Statin myotox sup	5.5	0.6	-5.6	4.5	6.2
SIRT5 block	-2.9	-10.8	x	2.3	-7.6
Casp6 inh	-0.4	2.0	x	-2.0	-0.7
esBAF inh	-1.1	-0.4	u	-10.1	0.9
LGR2 antag	-11.4	-10.8	x	-14.0	5.4

[36] COCCN1C(=O)CS/C1=C(/C#N)C(=O)NCc1ccco1
[37] CO[C@H]1CN(C)C(=O)c2cc(NC(=O)c3ccc(F)cc3)ccc2OC[C@@H](C)N(C(=O)CN(C)C)C[C@H]1C
[38] NC(=O)c1sc2nc3c(cc2c1N)CCCCCC3
[39] Cc1ccc2nc(CSc3nc(C)ccc3C#N)[nH]c2c1
[40] CC(C)Oc1cccc(C(=O)C2CCCN(C(=O)CCc3cnn(C)c3)C2)c1 (stereo not given)

screen / no.	36	37	38	39	40
FN deposition inh	x	4.6	-4.5	x	-3.8
S100A4 MyoIIA	-29.2	3.7	5.6	-2.9	1.6
Statin myotox sup	x	-1.8	-3.0	0.7	x
SIRT5 block	-0.1	-1.3	-6.2	-5.0	-4.1
Casp6 inh	2.3	1.8	3.4	2.4	-0.8
esBAF inh	x	-0.7	45.8*	-39.7	x
LGR2 antag	-5.9	-15.0	-22.6	76.2*	-6.7

[41] Cc1ccc(S(=O)(=O)Nc2ccc3c(c2)C(=O)N([C@@H](C)CO)C[C@@H](C)[C@H](CN(C)Cc2ccc(C(F)(F)F)cc2)OCCCC[C@@H](C)O3)cc1
[42] NNC(=O)c1ccc(COc2cccc3cccnc23)cc1
[43] COCCNC(=O)c1cc(S(=O)(=O)N2CCOCC2)ccc1SCc1cccc(OC)c1OC
[44] CSCCNC(=O)C1(C)CCN1C(=O)CCc1ccccc1 (stereo not given)
[45] CCCCOCC1CN(CCCC)S(=O)(=O)c2c(Oc3ccc(F)cc3)cccc2O1 (stereo not given)

screen / no.	41	42	43	44	45
FN deposition inh	-6.3	1.9	7.4	-4.0	-7.7
S100A4 MyoIIA	-17.1	1.5	-18.0	-3.1	-32.1
Statin myotox sup	x	-2.3	8.9	-4.5	x
SIRT5 block	18.5*	-1.7	-1.2	-0.6	x
Casp6 inh	3.5	-1.7	0.7	1.0	-2.2
esBAF inh	2.9	3.9	2.7	-0.1	x
LGR2 antag	24.3	-29.9	-21.5	-6.0	3.6

[46] COc1ccc(Cc2c(-c3cccc(Cl)c3)nc3ccc(Br)cn23)c(C)c1
[47] Clc1ccccc1-c1nc(/C=N/N2CCOCC2)c2ccccn12
[48] CO[C@@H](CN(C)Cc1ccc2c(c1)OCO2)[C@@H](C)CN(C(=O)c1ccccc1)[C@@H](C)CO
[49] CC1=C(C(=O)NC(C)CCc2ccccc2)C2(CCC(C)CC2)OC1=O (stereo not given)
[50] CCOc1ccc(C2NC(=O)C(C#N)=C(S)N2c2ccc(OC)cc2)cc1OC (stereo not given)

screen / no.	46	47	48	49	50
FN deposition inh	-13.4	-0.1	1.3	-0.9	x
S100A4 MyoIIA	6.8	-26.4	3.7	x	-0.8
Statin myotox sup	-33.2	x	6.5	-5.4	x
SIRT5 block	0.8	1.2	4.2	x	-3.3
Casp6 inh	3.2	4.6	-0.2	x	1.3
esBAF inh	51.0*	x	1.2	15.2	x
LGR2 antag	-128.6	11.3	-1.9	14.7	-19.6

[51] O=C(Nc1cc(F)ccc1F)N1CCCCN2[C@H](C1)[C@H](c1ccc(-c3cncnc3)cc1)[C@@H]2CO
[52] O=C(CNC(=O)c1ccc(Br)o1)NCC1CCCCC1
[53] O=C(O)CCCC(=O)N1CCN(c2ncccn2)CC1
[54] Cn1c(Cc2ccccc2)n[nH]c1=S
[55] CCC1Nc2ncnc(N3CCN(c4ccccc4)CC3)c2N(Cc2ccc(Br)cc2)C1=O (stereo not given)
[56] CCCC(=O)Nc1ccc2c(c1)C(=O)N(C)[C@H]1CC[C@H](CC(=O)NCC3CCCCC3)O[C@H]1CO2
[57] O=C(CCc1ccccc1)N1CCN(S(=O)(=O)c2cccs2)CC1

screen / no.	51	52	53	54	55	56	57
FN deposition inh	x	4.0	-5.7	2.0	-7.6	-13.0	x
S100A4 MyoIIA	1.7	3.6	-3.3	7.5	-15.6	-1.9	-2.6
Statin myotox sup	x	4.6	x	x	18.7	7.1	x
SIRT5 block	-7.4	1.9	-3.0	-0.6	x	1.3	-1.6
Casp6 inh	3.6	-1.6	5.0	1.5	1.4	0.0	1.7
esBAF inh	x	-0.6	x	x	15.1	0.1	x
LGR2 antag	12.5	-8.1	5.5	x	3.6	-1.3	5.2

# Screening data from PubChem BioAssay.
